PI5P4K alpha inh: qHTS for Inhibitors of phosphatidylinositol 5-phosphate 4-kinase (PI5P4K). Phosphatidylinositol 5-phosphate 4-kinase type-2 alpha (Homo sapiens), P48426. PI5P4Kalpha enzyme, ADP-Glo luminescence, 60 min; hits give low values. max response, %. 1.2% of 330,000 active; active means max response of -50% or lower; inconclusive means between -30% and -50%; inactive means -30% or higher; further: value at the top dose of about 77 µM; on the % scale 0 is the no-effect control and ±100 the full control effect
Target sequence (P48426 whole entry, looked up): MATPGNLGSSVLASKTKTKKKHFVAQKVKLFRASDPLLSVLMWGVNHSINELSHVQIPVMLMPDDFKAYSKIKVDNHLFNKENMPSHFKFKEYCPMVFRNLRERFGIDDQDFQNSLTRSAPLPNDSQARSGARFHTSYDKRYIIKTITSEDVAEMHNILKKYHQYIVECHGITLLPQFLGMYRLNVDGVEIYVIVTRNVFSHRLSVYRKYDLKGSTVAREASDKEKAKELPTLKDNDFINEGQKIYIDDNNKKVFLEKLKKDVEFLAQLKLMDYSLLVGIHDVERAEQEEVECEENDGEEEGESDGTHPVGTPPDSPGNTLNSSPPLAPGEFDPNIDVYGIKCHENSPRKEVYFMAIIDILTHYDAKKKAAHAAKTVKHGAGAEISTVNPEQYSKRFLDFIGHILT
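ADP-Glo luminescence end-point after a 60 min room-temperature kinase reaction. PI5P4Kalpha and substrate in HEPES pH 7.4 buffer with EGTA, 0.1% CHAPS and 5% DMSO; ATP at 5 microM final.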
GLP1R cytotox: qHTS of GLP-1 Receptor Inverse Agonists: Cytotox Screen | Potency, µM (titrated, usually from 38.3 µM), inactives show at the top dose activity change, negative = inhibition, hits mostly inhibitors | HEK293 cAMP-luciferase reporter cells, luminescence, 24 h | AID 624418, 2012 | 0.13% of 410,000 active;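 further: loss of luciferase light is scored as toxicity; potency means the concentration at half of the fitted maximal effect; on the % scale 0 is the no-effect control and ±100 the full control effect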
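Luminescence readout: signal drop marks cytotoxicity. Plated cells grew 12 h at 37 °C, 5% CO2, received 23 nL compound for 24 h, then got luciferase reagent, read after 12 min at RT.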
WRN helicase inh: qHTS for Inhibitors of WRN Helicase | Bifunctional 3'-5' exonuclease/ATP-dependent helicase WRN (Homo sapiens), Q14191 | WRN helicase unwinding, fluorescent forked duplex, kinetic | Potency, µM (top dose mostly 114 µM), without a hit: at the highest dose activity change, negative = inhibition, actives largely listed as inhibitors | 0.46% of 360,000 active | AID 651768, 2012; further: potency means the concentration at half of the fitted maximal effect; on the % scale 0 is the no-effect control and ±100 the full control effect; nearly all actives have a fitted effect of over 55% in size
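Enzyme (20 nM final) and test compound sit together 15 min at room temperature before substrate addition. Substrate is a single-forked duplex oligonucleotide (100 nM) labelled with fluorophore and quencher, with 2 mM ATP; helicase unwinding raises red fluorescence, read kinetically.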
GLP-1R agonist: qHTS of GLP-1 Receptor Agonists; 0.007% of 380,000 active; HEK293 GLP-1R CRE-luciferase, luminescence, 4-6 h; cells express a hypersensitive GLP-1R form; Potency, µM (highest dose often 45.6 µM), for inactives: top-dose activation, most hits filed as activators; Glucagon-like peptide 1 receptor (Homo sapiens), P43220; further: potency means the concentration at half of the fitted maximal effect; % of control where 0% means no effect
Target sequence (P43220 whole entry, looked up): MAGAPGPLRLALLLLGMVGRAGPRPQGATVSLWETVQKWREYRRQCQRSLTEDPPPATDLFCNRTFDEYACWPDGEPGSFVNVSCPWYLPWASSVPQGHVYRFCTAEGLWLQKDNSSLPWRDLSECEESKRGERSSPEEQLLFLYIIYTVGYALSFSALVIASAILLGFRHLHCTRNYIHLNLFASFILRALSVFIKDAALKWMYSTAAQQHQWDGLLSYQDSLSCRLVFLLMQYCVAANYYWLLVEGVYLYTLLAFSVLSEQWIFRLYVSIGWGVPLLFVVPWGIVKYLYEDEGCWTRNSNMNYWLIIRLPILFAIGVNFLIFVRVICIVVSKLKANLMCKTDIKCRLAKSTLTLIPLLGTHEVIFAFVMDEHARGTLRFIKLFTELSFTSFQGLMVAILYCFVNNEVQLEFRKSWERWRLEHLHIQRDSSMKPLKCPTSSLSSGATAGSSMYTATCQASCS
IL-2 act: qHTS of IL-2 Activators. 0.065% of 360,000 active. activation, % (series mostly up to about 46 µM). IL-2 activation reporter assay, cell-based qHTS; stimulated with anti-CD3/CD4/CD28 beads; in transgenic mouse T cells; in the data active means activation above about 50%; inconclusive means mostly about 30% to 49%; further: 0% is about no effect
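Using fluorescent plate cytometry, EGFP and DsRed are detected in transgenic mouse T cells stimulated 18 h at 37 degrees C with antibody-coated beads after 60 min compound pretreatment.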
DRD3 antagonist: qHTS of D3 Dopamine Receptor Antagonist: qHTS. D(3) dopamine receptor (Homo sapiens), P35462. max response, negative = inhibition, %. D3R cells, DiscoveRx beta-arrestin luminescence, antagonist mode; hits give low values. 2.5% of 360,000 active; in the data active means max response below about -50%; inconclusive means no clear call, values can overlap the other calls; further: on the % scale 0 is the no-effect control and ±100 the full control effect; mostly tested at two doses, the higher about 12 µM
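Cells plated overnight at 1500 cells/well, then exposed to library compounds with dopamine controls for 90 minutes at 37 degrees C. DiscoveRx reagent added for 30–60 minutes at room temperature; luminescence read, quantitative HTS format.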
PLK1 PBD block: qHTS for Inhibitors of PLK1-PDB (polo-like kinase 1 - polo-box domain): Primary Screen; Plk1 PBD binding of FITC phosphopeptide, fluorescence polarization; Potency, µM, for the others: max response, negative = inhibition, hits mostly inhibitors; 2.8% of 360,000 active; AID 720504, 2013; further: potency means the concentration at half of the fitted maximal effect; series mostly up to about 57 µM; on the % scale 0 is the no-effect control and ±100 the full control effect; nearly all actives have a fitted effect of over 65% in size
GLP1R inv ag: qHTS of GLP-1 Receptor Inverse Agonists (Inhibition Mode). HEK293 GLP-1R CRE-luciferase, luminescence, 24 h; GLP-1R form is constitutively active. 1.6% of 410,000 active. Potency, µM (doses to about 38.3 µM), for inactives: at the top dose activity change, negative = inhibition, hits mostly inhibitors. Glucagon-like peptide 1 receptor (Homo sapiens), P43220. AID 624417, 2012; further: potency means the concentration at half of the fitted maximal effect; on the % scale 0 is the no-effect control and ±100 the full control effect; nearly all actives have a fitted effect of over 55% in size
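Inverse agonists were sought by their lowering of basal cAMP reporter luciferase output in HEK293 cells stably carrying constitutively active human GLP-1R, after 24 h compound treatment.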
DRD3 agonist: qHTS of D3 Dopamine Receptor Agonist: qHTS; D(3) dopamine receptor (Homo sapiens), P35462; D3R DiscoveRx beta-arrestin cells, luminescence, 90 min; max activation, %; 0.58% of 410,000 active; AID 652048, 2013; in the data active means max activation above about 30%; further: 0% is about no effect; mostly tested at two doses, the higher about 12 µM
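Cells at 1500/well, incubated overnight, then treated with pinned compounds (dopamine as control) for 90 min at 37 degrees C. DiscoveRx reagent added for 30 - 60 minutes at room temperature; luminescence read.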
Active calls of the source: *; ? = inconclusive; . = not tested or not shown; [ ] = remark or other dose. Unless noted, the call rests on the fitted dose curve; in most records, active means well fitted curve in the direction sought with a large enough effect; inconclusive means small, poorly fitted or top-dose-only effect, or another doubt; inactive means no such curve, though single readings can be large; an effect the other way counts as inactive or inconclusive.

Key to letters – A = PI5P4K alpha inh; B = GLP1R cytotox; C = WRN helicase inh; D = GLP-1R agonist; E = IL-2 act; F = DRD3 antagonist; G = PLK1 PBD block; H = GLP1R inv ag; I = DRD3 agonist
Cc1ccc(-n2cc(CN3CCNC(=O)CC3)c(-c3ccc(F)cc3)n2)cc1
  A = 3; B = -17%; C = -2%; D = 21%; E = -2.7; F = 7; G = 2%; H = ?; I = -4
Cc1cccc(CN2CCC(C(=O)Nc3cccc(-c4cscn4)c3)CC2)n1
  A = -4; B = -20%; C = -1%; D = 6%; E = -0.6; F = -28; G = -8%; H = -26%; I = -5
CCOC(=O)c1sc(NC(=O)c2cc3c(s2)CCC(C)C3)nc1C (stereo unspecified)
  A = -2; B = 8%; C = 5%; D = -16%; E = 0.0; F = 9; G = -5%; H = ?; I = 6
COc1ccc(C(=O)NC(=S)N(C)C2CCCCC2)cc1Br
  A = -9; B = ?; C = -2%; D = -2%; E = -4.7; F = ?; G = -7%; H = ?; I = 0
Cc1ccc(NC(=O)c2ccc3c(c2)C(=O)N(c2ccccc2C)C3=O)nc1
  A = 3; B = -13%; C = -5%; D = 2%; E = -0.1; F = 5; G = 0%; H = -9%; I = 1
Cc1ccc(-n2nnc(-c3cccnc3)n2)cc1
  A = -3; B = 7%; C = 9%; D = 8%; E = -0.1; F = ?; G = -13%; H = 11%; I = 7
O=C(c1ccc2c(c1)OCCO2)C1CCN(C(=O)Nc2ccc(F)cc2)CC1
  A = 4; B = -1%; C = -5%; D = 8%; E = -3.6; F = 4; G = -12%; H = -26%; I = 1
CC(OC(=O)CNC(=O)c1ccc2c(c1)OCO2)C(=O)NCCC1=CCCCC1 (stereo unspecified)
  A = -3; B = -9%; C = -6%; D = 0%; E = -0.8; F = 27; G = -9%; H = 7%; I = 10
C[C@H]1CN(C2CCCCC2)C(=O)[C@@H]1CC(=O)Nc1ccccc1
  A = -4; B = -5%; C = 1%; D = -3%; E = -3.1; F = -18; G = 1%; H = -16%; I = -8
COc1ccccc1NC(=O)CN1C(=O)NC2(CCCCCCC2)C1=O
  A = 7; B = -4%; C = -3%; D = 5%; E = -3.1; F = 9; G = -8%; H = -14%; I = 2
O=[N+]([O-])c1nn(-c2ccc3c(c2)OCCO3)n(O)c1=Nc1ccccc1
  A = -1; B = ?; C = -4%; D = -38%[inhibitor]; E = -0.3; F = 9; G = -1%; H = -72%; I = 3
CCCCOCCCNC(=O)c1ccc(NC(C)=O)cc1
  A = .; B = 7%; C = -3%; D = 7%; E = -1.4; F = -22; G = -5%; H = 0%; I = 4
O=C1CN(S(=O)(=O)c2cccc(Cl)c2Cl)c2ccccc2N1
  A = -13; B = 2%; C = -2%; D = 9%; E = -0.5; F = -9; G = ?; H = 28%; I = -13
CCn1c(O)c(N=NC(=S)NCC2CCCO2)c2ccccc21 (stereo unspecified)
  A = 6; B = ?; C = -2%; D = 7%; E = -0.3; F = 15; G = -3%; H = 2.8µM*; I = -2
COc1cccc(OCc2nnc(SCC(=O)NNC(=O)C3CCCCC3)n2C)c1
  A = 0; B = 15%; C = 5%; D = 3%; E = -0.4; F = -16; G = -5%; H = 3%; I = 5

The last two entries of the section before are carried over, then new ones follow:
Key to letters – A = PI5P4K alpha inh; B = GLP1R cytotox; C = WRN helicase inh; D = GLP-1R agonist; E = IL-2 act; F = DRD3 antagonist; G = PLK1 PBD block; H = GLP1R inv ag; I = DRD3 agonist
CCn1c(O)c(N=NC(=S)NCC2CCCO2)c2ccccc21 (stereo unspecified)
  A = 6; B = ?; C = -2%; D = 7%; E = -0.3; F = 15; G = -3%; H = 2.8µM*; I = -2
COc1cccc(OCc2nnc(SCC(=O)NNC(=O)C3CCCCC3)n2C)c1
  A = 0; B = 15%; C = 5%; D = 3%; E = -0.4; F = -16; G = -5%; H = 3%; I = 5
CCCn1c(NCc2ccco2)nc2ccccc21
  A = .; B = 25%; C = -5%; D = 18%; E = -0.2; F = -4; G = -2%; H = 1%; I = -6
CC(C)(C)OC(=O)NCCCC[C@@H](C(=O)NCCCCCCCCCCC(=O)N1CCN(C(=O)OC(C)(C)C)CC1)n1cc(CCO)nn1
  A = 3; B = ?; C = 1%; D = -7%; E = -0.6; F = 29; G = -8%; H = -45%; I = 38*
O=S(=O)(Nc1ccccc1N1CCOCC1)c1ccc(Cl)s1
  A = 8; B = 83%[activator]; C = -11%; D = 4%; E = 0.5; F = -18; G = -4%; H = -25%; I = -1
CCC(C)[C@H](NC(=O)N1CC(=O)Nc2ccccc21)C(=O)Nc1ccccc1C (stereo partly specified)
  A = 5; B = ?; C = -1%; D = 8%; E = 0.1; F = 4; G = 1%; H = ?; I = -3
O=C(O)c1nnsc1-c1csnn1
  A = ?; B = 1%; C = -18%; D = -1%; E = -0.3; F = -13; G = -5%; H = 17%; I = 8
COc1cccc(CNC(=O)[C@@H]2CCCN2C(=O)OC(C)(C)C)c1
  A = -1; B = -3%; C = -3%; D = 15%; E = 1.9; F = 3; G = -8%; H = 14%; I = -2
O=C(NCCc1ccccc1)C1CCC(Cn2c(=O)c3ccccc3n(Cc3cccc(Cl)c3)c2=O)CC1 (stereo unspecified)
  A = 6; B = 1%; C = -3%; D = 4%; E = -4.7; F = -19; G = -4%; H = 12%; I = 5
COc1ccc(Cn2c(C)nc3ccc([N+](=O)[O-])cc3c2=O)cc1
  A = -3; B = 1%; C = -2%; D = 5%; E = -3.1; F = -18; G = -1%; H = 28%; I = -2
Cc1ccc2nnnc(-c3ccccc3)c2c1
  A = 0; B = -1%[1.53 µM]; C = -17%[57.1 µM]; D = -5%; E = -0.4; F = 8; G = 1%; H = 9%; I = -3
Cc1cc([N+](=O)[O-])ccc1NC(=S)NC(=O)Cc1ccccc1
  A = 11; B = -14%; C = -9%; D = 15%; E = 1.4; F = -61*; G = -7%; H = ?; I = -18
O=C(CSc1ncccn1)NCc1ccc(F)cc1
  A = .; B = -1%; C = 0%; D = 9%; E = 0.1; F = 11; G = 0%; H = 3%; I = -11
COc1ccc(N2CCN(C(=O)C3CCCN(c4ncnc5c4nc4n5CCCCC4)C3)CC2)cc1 (stereo unspecified)
  A = 1; B = -20%; C = 2%; D = 5%; E = -5.0; F = 8; G = -15%; H = ?; I = 3
CC(=O)c1cccc(NC(=S)NC2CCCCCCC2)c1
  A = 8; B = ?; C = -2%; D = 1%; E = -3.6; F = -12; G = -16%; H = ?; I = -3
CCN(C(=O)COc1ccc(F)cc1Br)c1c(N)n(Cc2ccccc2)c(=O)[nH]c1=O
  A = -3; B = -2%; C = 3%; D = -5%; E = 0.0; F = 42; G = -8%; H = -2%; I = 0
O=C(Nc1ccc(Cl)cc1)OCCn1nnnc1C(c1ccccc1Cl)N1CCOCC1 (stereo unspecified)
  A = -1; B = -19%; C = -4%; D = 0%; E = -2.3; F = ?; G = 21µM*; H = ?; I = -3
O=C(O)CCc1ccc(-c2ccc(Cl)cc2)n1NC(=O)c1ccc(O)cc1
  A = 0; B = -1%; C = 2%; D = 9%; E = 0.4; F = -10; G = -17%; H = 3%; I = 0
Cc1ccc(C)c(N(C)C(=O)COc2cc(=O)n(C)c3ccccc23)c1
  A = 4; B = 1%; C = 1%; D = 0%; E = -3.1; F = -2; G = 1%; H = 18%; I = 0
COc1cc(/C=N/NC(=O)C(=O)NCC2CCCO2)ccc1OCC(=O)N1CCOCC1 (stereo unspecified)
  A = 2; B = -9%; C = 3%; D = -2%; E = 0.1; F = -1; G = -7%; H = 3%; I = 2
CCn1c(NC(=O)c2ccccc2F)c(-c2cccs2)c(=O)c2ccccc21
  A = -6; B = -22%; C = 4%; D = -3%; E = 1.3; F = 13; G = 3%; H = 13%; I = 3
CCCCN(CCCC)C(=O)C[n+]1cccc(/C=N/O)c1
  A = 1; B = 7%; C = 0%; D = -7%; E = -0.8; F = 17; G = 3%; H = 8%; I = 0
Cc1c(CC(=O)NCCCC(=O)O)c(=O)oc2c(C)c3oc4c(c3cc12)CCCC4
  A = 1; B = -16%; C = -7%; D = 9%; E = 1.5; F = 10; G = -13%; H = 30%; I = 1
Cc1ccsc1C(=O)NCc1ccc(Cl)cc1
  A = -4; B = 16%; C = 0%; D = 4%; E = -3.3; F = 7; G = 4%; H = ?; I = 8
O=C(CN1C(=O)CSc2ccc(S(=O)(=O)N3CCOCC3)cc21)NCc1cccnc1
  A = 3; B = 1%; C = -4%; D = 7%; E = -0.3; F = -28; G = -6%; H = -22%; I = 17
COC(=O)/C(=C\c1ccc(O)cc1)c1nc2ccccc2[nH]1
  A = 0; B = 15%; C = 1%; D = -5%; E = 0.6; F = 3; G = -9%; H = 9%; I = -5
Cc1cccc(Nc2nnc(SCC(=O)NC(=O)CN3CCCC3=O)s2)c1
  A = -29; B = 0%; C = 13%; D = 3%; E = 1.5; F = 10; G = -11%; H = 17%; I = -14
COc1ccccc1NC(=O)CN1CCN(c2ccccn2)CC1
  A = .; B = -3%; C = 0%; D = 13%; E = -3.0; F = 15; G = -1%; H = 1%; I = 20
COC(=O)c1ccc2nc(-c3ccc(OC)c(OC)c3)c(Cc3ccccc3)n2c1
  A = -1; B = 3%; C = -13%; D = 11%; E = -1.1; F = 1; G = -14%; H = ?; I = -6
CCN1C(=O)[C@H]2[C@@H](c3ccc(-c4cc(C(C)=O)cs4)cc3)N3CCCC[C@@]3(C(=O)OC)[C@H]2C1=O
  A = 0; B = -18%; C = -2%; D = 7%; E = 0.4; F = 0; G = -8%; H = 2%; I = -9
COc1cccc(NC(=O)C(Sc2nc3ccccc3c(=O)n2CC(C)C)c2ccccc2)c1 (stereo unspecified)
  A = 9; B = -20%; C = 4%; D = 8%; E = -1.6; F = 42; G = -3%; H = ?; I = 11
C=CCn1c(N)cc(=O)nc1SCC(=O)Nc1ccc(C)cc1
  A = 0; B = 5%[7.66 µM]; C = 11%; D = -1%; E = 0.0; F = 8; G = 6%; H = 10%[7.66 µM]; I = 1
